DSG3 Ab inh – inhibitors of pemphigus antibody binding to DSG3, primary screen, biochemical, bead-based, flow cytometry, scFv-GFP; Desmoglein-3 (Homo sapiens), P32926; DSG3-coupled beads, scFv-anti-DSG3-GFP binding; stronger effect = lower value; binding (percent of control), % at 10 µM; 310,000 tested, 0.48% active;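 active means binding more than 3 SD below its plate's average and above zero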;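 further: hits lower antibody fragment binding to DSG3; some compounds called inactive have numbers as strong as hits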
Arr AP2 block – inhibitors of beta-arrestin/AP2 binding, primary screen, biochemical, GPCR trafficking, flow cytometry | beta-arrestin 1 C-terminal peptide binding to AP2 beta2-adaptin appendage (human) | FITC-arrestin peptide / GST-AP2 beads; AP2 beta2 appendage carries R879A mutation | inhibition, % at 10 µM | 340,000 tested, 0.31% active;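 active means inhibition above a set limit, near 3 SD of compounds lacking own fluorescence, cut at about 54% in these data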;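 further: plate controls were DMSO wells for no effect and 5 µM unlabelled arrestin peptide for full effect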
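System: GST-AP2 R879A glutathione beads. Medium: PBS with 0.05% Tween 20 and 0.1% BSA. Also added: FITC-arrestin peptide, 50 nM. Incubation: 12 min plus 1 h, RT. Measured by: high-throughput flow cytometry of beads, ex 488, em 535 nm. Evaluation: percent drop in bead-associated FITC signal.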
MOR-DOR ag – agonists of OPRM1-OPRD1 heterodimerization, primary screen, cell-based, luminescence. Mu-type opioid receptor (Homo sapiens) + Delta-type opioid receptor (Homo sapiens), …. activation, % at 9.3 µM. 340,000 tested, 0.3% active. cells; in the data active means activation above about 18%;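 further: 0% = vehicle-treated cells and 100% = reference agonist; values of inactives mirror those of a sister screen read the other way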
HTR5A ag – HTR5A agonists in luminescence cell assay, primary screen, counter-screen for OPRM1-OPRD1 heterodimer agonist project, full-deck HTS. 5-hydroxytryptamine receptor 5A (Homo sapiens), P47898. cell-based. activation, % at 9.3 µM. 340,000 tested, 0.61% active. AID 504692, 2011; in the data active means activation mostly above about 9.5%, no sharp cut-off; inactive means mostly below about 7.6%;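 further: 0% = cells with vehicle only and 100% = reference agonist; strong numbers were not always called active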
Target sequence (P47898 whole entry, looked up): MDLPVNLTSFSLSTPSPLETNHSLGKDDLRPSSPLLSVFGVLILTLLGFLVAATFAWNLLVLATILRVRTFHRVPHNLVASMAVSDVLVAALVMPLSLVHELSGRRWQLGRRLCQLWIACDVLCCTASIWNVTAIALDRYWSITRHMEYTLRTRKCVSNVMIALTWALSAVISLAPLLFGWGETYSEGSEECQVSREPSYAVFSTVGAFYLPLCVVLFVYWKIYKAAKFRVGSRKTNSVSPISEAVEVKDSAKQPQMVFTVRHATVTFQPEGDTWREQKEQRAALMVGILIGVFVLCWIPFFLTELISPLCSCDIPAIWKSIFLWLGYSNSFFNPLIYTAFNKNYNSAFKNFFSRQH
PKA-R2B act – activators of PKA-R2B holoenzyme, primary screen, biochemical, fluorescence polarization, Cy5-IP20, human | cAMP-dependent protein kinase catalytic subunit beta (Homo sapiens) + cAMP-dependent … | PKA-R2B holoenzyme dissociation; R2B truncated from residue 108, S112A mutant; 0% DMSO only, 100% 113 µM cGMP | activation, % at 11.4 µM | 340,000 tested, 0.079% active | AID 504700, 2011;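 active means activation above a cutoff set at the mean over all compounds plus 3 SD, cut at about 18% in these data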;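 further: higher means more holoenzyme dissociation and a rise in polarization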
HTR5A inv ctr – HTR5A inverse agonists in luminescence cell assay, primary screen, counter-screen for OPRM1-OPRD1 heterodimer inverse agonist project, full-deck HTS; inhibition, % at 9.3 µM; HTR5A cell line, inverse agonism; 340,000 tested, 0.083% active; 5-hydroxytryptamine receptor 5A (Homo sapiens), P47898; in the data active means inhibition mostly above about 23%, no sharp cut-off; inactive means mostly below about 18%;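 further: 0% = cells with DMSO and 100% = no-cell wells with DMSO; some compounds called inactive have numbers as strong as hits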
PKA-R1A activ – activators of PKA-R1A holoenzyme, primary screen, biochemical, fluorescence polarization, Cy5-IP20, bovine R1A, mouse PKAc; PKA-R1A dissociation; scaled: DMSO 0%, 113 µM cGMP 100%; 340,000 tested, 0.083% active; activation, % at 11.4 µM;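 active means percent activation above the mean of all tested compounds plus 3 SD, cut at about 19% in these data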;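 further: higher means more PKAc released from R1A so a rise in polarization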
V-ATPase pHluor – regulators of yeast V-ATPase proton pumping, primary screen, pHLuorin cytosolic pH fluorescence. S. cerevisiae. response, % at 10 µM. 350,000 tested, 0.37% active; in the data active means response mostly above about 7.3%, no sharp cut-off; inactive means mostly below about 5.4%; further: actives read high; inactives centre near 0; some compounds called inactive have numbers as strong as hits; reference of the scale not given here
DAGLB inhibitor – DAGLB lipase inhibitors, primary screen, biochemical, fluorescence, HTS; HEK293T DAGLB membrane lysate, EnzChek fluorogenic substrate; Diacylglycerol lipase-beta (Homo sapiens), Q8NCG7; AID 504411, 2011; inhibition, % at 5.17 µM; 340,000 tested, 0.059% active; in the data active means inhibition above about 34%;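 further: 0% = enzyme with vehicle and 100% = wells lacking enzyme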
Target sequence (Q8NCG7 whole entry, looked up): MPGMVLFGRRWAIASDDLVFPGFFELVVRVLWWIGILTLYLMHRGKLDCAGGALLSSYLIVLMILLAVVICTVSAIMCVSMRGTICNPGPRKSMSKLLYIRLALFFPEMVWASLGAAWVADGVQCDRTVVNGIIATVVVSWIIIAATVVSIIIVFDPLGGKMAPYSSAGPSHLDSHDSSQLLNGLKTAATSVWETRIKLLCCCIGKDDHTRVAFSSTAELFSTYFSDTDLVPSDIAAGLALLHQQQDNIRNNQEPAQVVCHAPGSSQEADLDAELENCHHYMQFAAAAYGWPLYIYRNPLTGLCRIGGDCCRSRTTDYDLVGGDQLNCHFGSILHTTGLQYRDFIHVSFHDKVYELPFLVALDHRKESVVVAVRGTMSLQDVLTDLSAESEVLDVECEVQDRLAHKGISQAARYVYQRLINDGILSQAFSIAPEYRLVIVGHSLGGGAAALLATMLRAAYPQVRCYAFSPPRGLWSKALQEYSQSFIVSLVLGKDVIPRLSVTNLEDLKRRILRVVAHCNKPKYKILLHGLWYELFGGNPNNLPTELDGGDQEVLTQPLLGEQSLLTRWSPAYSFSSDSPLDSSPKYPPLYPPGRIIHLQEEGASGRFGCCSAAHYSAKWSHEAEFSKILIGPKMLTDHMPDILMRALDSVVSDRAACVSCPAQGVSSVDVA
MOR-DOR inv ag – inverse agonists of MOR-DOR heterodimerization, primary screen, cell-based, luminescence. inhibition, % at 9.3 µM. 340,000 tested, 0.21% active. AID 504357, 2011. Mu-type opioid receptor (Homo sapiens) + Delta-type opioid receptor (Homo sapiens), …. cell-based MOR-DOR heterodimer luminescence, inverse agonism; in the data active means inhibition above about 22%, passing the limit was not always enough;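 further: 0% = cells with DMSO and 100% = wells without cells with DMSO; values of inactives mirror those of a sister screen read the other way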
An asterisk follows results filed as active; . = no result given; & = joins results of further samples.

SMILES	DSG3 Ab inh	Arr AP2 block	MOR-DOR ag	HTR5A ag	PKA-R2B act	HTR5A inv ctr	PKA-R1A activ	V-ATPase pHluor	DAGLB inhibitor	MOR-DOR inv ag
CCn1cc(Br)c(C(=O)Nc2ccc(C(=O)OC(C)C)cc2)n1	.	5	0.3	-3	7	2	10	-2	-6	-2
O=C(NNC(=O)C1CC=CCC1)c1cccc(Br)c1 (configuration not stated)	105	-3	-0.9	-4	-4	-2	-2	1	1	5
CCCC(CCC(=O)Nc1nccs1)C(=O)O (configuration not stated)	80	-6	-2.1	0	-6	0	-11	0	2	10
COc1cc(OC)cc(C(=O)OCn2nnc3ccccc3c2=O)c1	75	4	-0.4	8	3	7	6	1	-2	2
COc1ccc(N(C(=O)C(C)C)S(=O)(=O)c2ccc3c(c2)n(C)c(=O)n3C)cc1	102	-30	-2.1	2	-9	-29	-4	1	-3	12
O=C1NC(=O)C(Cc2ccc(Cl)cc2)(c2ccccc2)N1 (configuration not stated)	.	-8	-2.9	-7	-5	27	-3	2	2	14
CCN(c1cccc(C)c1)S(=O)(=O)c1ccc(-n2cccn2)cc1	98	29	2.7	2	-1	-7	-3	-5	0	-14
O=C(NCCCn1ccnc1)/C(=C/c1ccccc1)NC(=O)c1ccccc1	117	1	1.6	-2	-1	2	-1	-4	1	-8
O=C(CN1CCN(Cc2ccccc2)CC1)NCCNc1ccc([N+](=O)[O-])cn1	96	-5	-3.2	-6	-5	16	-22	3	1	15
CCc1ccc(N(CC(=O)NCc2ccc3c(c2)OCO3)C(=O)c2csnn2)cc1	109	-5	-0.4	2	-7	-1	-1	0	1	3
O=C(CN(Cc1ccccc1Cl)C(=O)CCC(=O)Nc1nccs1)NCC1CCCO1 (configuration not stated)	106	-1	-2.5	-5	-4	12	-11	4	2	14
COc1ccc2cc(CO)c3cc(OC)c(OC)cc3c2c1	99	-2	0.8	10	-13	-29	-14	4	1	-5
CCS(=O)(=O)c1nc(S(=O)(=O)c2ccc(C)cc2)c(N2CCCC2)s1	98	-4	0.0	-2	-11	-1	-2	7	5	0
N#Cc1ccc(-c2ccc(OCC(O)CN3CCOCC3)cc2)cc1 (configuration not stated)	110	1	0.5	-1	3	2	-16	-1	1	-3
CCCCNC(=O)NC1(C(F)(F)F)Oc2ccccc2O1	98	-9	-3.4	6	-10	7	-16	0	0	15
CCN(CC)Cc1ccc(NC(=O)c2sc3cc(Cl)ccc3c2Cl)cc1	110	16	-0.8	4	1	-17	-3	3	0	4
N#Cc1ccccc1S(=O)(=O)c1ccccc1C(=O)Nc1ccccc1	106	30	-2.4	3	-1	-9	10	0	0	14
Cn1c(=O)[nH]c(=O)c2c1nc(SCC(O)CO)n2Cc1ccccc1Cl (configuration not stated)	111	21	-2.8	3	-9	23	-1	2	2	16
COc1ccc2cc(S(=O)(=O)NC3CC(C)(C)NC(C)(C)C3)ccc2c1	100	1	-1.9	1	1	-2	2	-3	0	10
Cc1noc(C)c1COC(=O)COc1ccc(C#N)cc1	93	22	-2.7	3	-5	-8	-14	-1	1	14
COc1ccc(NC(=O)CN(C)C(=O)CCC(=O)c2ccc(C)cc2)cc1	103	-6	-2.4	2	7	-6	-5	1	0	15
O=C(Nc1ccccc1)Nc1nnc(COc2ccccc2F)s1	114	38	3.8	2	-2	-9	0	-1	-4	-20
COc1ccc(NC(=O)CCN2CCN(Cc3ccccc3)CC2)c(OC)c1	120	9	-1.5	3	-6	-11	7	-3	0	7
COc1ccc(/C=C2\SC(=Nc3ccccc3Cl)NC2=O)c(OC)c1	104	.	.	.	2	.	1	-3	3	.
O=C(Cn1c(-c2cncs2)nc2ccccc21)NCc1ccccc1	103	3	.	.	1	.	2	1	-2	.
COc1ccc(N(CC(=O)Nc2cc(Cl)ccc2C)S(=O)(=O)c2c(C)n[nH]c2C)cc1	94	11	-1.3	-2	-3	9	3	3	1	7
Cc1cc(NS(=O)(=O)c2ccc(NC(=O)C(C)Oc3ccc4c(C)cc(=O)oc4c3)cc2)no1 (configuration not stated)	111	-7	-0.6	-2	0	7	-4	0	0	4
CCOCCCNC(=O)CN1C(=O)C(CC)Oc2ccccc21 (configuration not stated)	109	26	-2.9	4	-2	-2	3	-3	1	16
COc1ccc(CC(NC(=O)c2ccccc2)C(=O)NCC(=O)O)cc1 (configuration not stated)	99	4	-1.0	6	6	8	-3	0	2	5
COC(=O)CCC(=O)OC1(C)C(=O)C=C2C=C(c3ccsc3)OC=C2C1=O (configuration not stated)	43*	5	0.9	-2	-11	-5	-4	4	6	-5
C=CCNC(=O)c1onc(CSc2ccccc2F)c1C(=O)O	106	0	-1.3	8	-2	-20	1	2	2	7
O=c1[nH]c(=O)n(C2OC(CO)C(O)C2O)cc1Br (configuration not stated)	94	-15	0.3	-2	14	3	-1	5	0	-3
CCOC(=O)c1sc(=S)n(-c2ccccc2Cl)c1C	99	20	3.6	2	-13	11	-5	1	-8	-19
CCc1ccc(OCCCC(=O)Nc2nnc(C3CCCO3)s2)cc1 (configuration not stated)	102	-2	2.0	2	7	-5	-8	2	3	-11
Cc1nnsc1S(=O)(=O)Cc1ccccc1C(F)(F)F	102	-4	-3.0	2	-9	-4	-9	2	0	14
O=C1CCCN1CCCNc1ccc2nnc(CCC(=O)N3CCN(c4ccccc4)CC3)n2n1	.	6	-1.7	1	-8	0	4	0	0	9

Two compounds picked at random from those above:
SMILES	DSG3 Ab inh	Arr AP2 block	MOR-DOR ag	HTR5A ag	PKA-R2B act	HTR5A inv ctr	PKA-R1A activ	V-ATPase pHluor	DAGLB inhibitor	MOR-DOR inv ag
COc1ccc(CC(NC(=O)c2ccccc2)C(=O)NCC(=O)O)cc1 (configuration not stated)	99	4	-1.0	6	6	8	-3	0	2	5
COc1ccc(N(C(=O)C(C)C)S(=O)(=O)c2ccc3c(c2)n(C)c(=O)n3C)cc1	102	-30	-2.1	2	-9	-29	-4	1	-3	12

The listing continues:
SMILES	DSG3 Ab inh	Arr AP2 block	MOR-DOR ag	HTR5A ag	PKA-R2B act	HTR5A inv ctr	PKA-R1A activ	V-ATPase pHluor	DAGLB inhibitor	MOR-DOR inv ag
Cn1nc(C(F)(F)F)c(-c2ccc(F)cc2)c1NC(=O)c1ccco1	105	-2	-1.1	1	-1	-2	0	-3	-2	5
O=C1c2ccccc2C(Nc2ccccc2F)N1c1cccnc1 (configuration not stated)	98	18	-1.9	-3	-2	-13	-9	-1	3	11
CC1=C(C(=O)Nc2ccc(F)c(F)c2)C(c2cccs2)NC(=S)N1 (configuration not stated)	101	2	0.8	3	-1	-8	-1	1	1	-4
O=C(NCC1CCCCC1)c1cccc(-c2ccc(O)cc2)c1	.	7	9.2	3	-11	-9	-4	1	2	-59
CC1CCCCC1NC(=O)Cn1cnc2ccccc2c1=O (configuration not stated)	105	1	-2.2	8	-2	-21	-3	2	-2	13
Cc1ccc(-c2noc(CCC(=O)N(C)c3ccccc3C)n2)cc1	116	3	0.3	2	-4	10	-4	5	-4	-1
CCOC(=O)C(=O)Cc1cccnn1	47*	52	2.3	2	6	-6	7	2	3	-11
O=C(NC1CCCc2ccccc21)c1ccc(S(=O)(=O)N2CCOCC2)cc1 (configuration not stated)	100	4	-0.8	-1	-2	2	-9	-1	1	4
CC1CN(C(=O)c2ccc(OC3CCN(Cc4ccccn4)CC3)cc2)CCN1C (configuration not stated)	103	-9	-0.5	3	-8	7	-11	1	1	3
COc1c(C)cc(Br)cc1C(=O)O	108	4	2.6	1	-1	11	8	-1	2	-14
COC(=O)c1cc(C(=O)Nc2cccc(C)n2)cc([N+](=O)[O-])c1	103	23	-1.1	3	-4	-11	2	0	0	6
C#CCOCCOCCOCCNc1nc(N2CCN(C(=O)[C@H](CCCCN)n3cc([C@@H](N)C(C)CC)nn3)CC2)nc(N2CCN(C(=O)[C@H](Cc3ccc(O)cc3)n3cc([C@@H](N)C(C)CC)nn3)CC2)n1 (some centres not stated)	103	-6	-2.6	4	-5	2	-1	-5	-1	15
O=C(c1ccoc1)N1CCN(c2cc(-c3ccncc3)nc3cc(-c4cccc(Cl)c4)nn23)CC1	100	.	.	.	1	.	1	-1	6	.
CCn1nc(NS(=O)(=O)c2ccccc2)c2cc3cccc(C)c3nc21	104	0	-2.7	0	1	0	-2	0	3	13
Cc1ccn(-c2n[nH]c(C)c2[N+](=O)[O-])n1	102	14	-2.2	-5	5	12	4	3	0	11
COCCCNC(=O)Cn1cc2c(n1)CCC(C)C2 (configuration not stated)	107	3	-1.7	2	2	-6	-4	0	3	9
Cc1ccc(S(=O)(=O)Nc2ccc3c(c2)C(=O)N([C@H](C)CO)C[C@H](C)[C@@H](CN(C)C(=O)Nc2ccc4c(c2)OCO4)O3)cc1	96	.	-1.2	0	1	-10	2	-4	3	7
O=C(N/N=C/C(Br)=C/c1ccccc1)c1ccccc1[N+](=O)[O-]	105	-20	1.1	14	-8	-38	3	1	-4	-6
CC1CCCCC12NC(=O)N(CC(=O)NCCc1ccc(F)cc1)C2=O (configuration not stated)	90	-2	-3.8	4	-7	-10	-5	1	0	17
O=c1c2ccccc2c(/C=N/c2ncn[nH]2)c(O)n1Cc1ccccc1	106	-5&6	1.0&2.3	2&8	-5&7	-9&-22	-2&0	4&1	-4&0	-5&-14
CCN1C(=O)[C@H]2[C@@H](c3ccc(-c4ccc(Cl)c(Cl)c4)cc3)N[C@@](CC(C)C)(C(=O)OC)[C@H]2C1=O	105	-2	-2.7	-1	-5	-26	-4	0	-1	14
NC(=S)N/N=C/c1ccc(-c2cc(Cl)ccc2Cl)o1	90	24	2.1	5	-5	-12	-9	-3	6	-13
COc1ccc(N2CC(O)(c3ccc(C)cc3)[N+]3=C2CCCC3)cc1 (configuration not stated)	103	11	-2.7	13*	14	-37	12	-2	1	12
CC(C)(C)NC(=O)NC(=O)COC(=O)COc1ccc(Cl)cc1Cl	104	1	5.2	3	3	-7	-6	-4	-3	-37
COc1ccccc1-n1cc(C(=O)NCC(=O)N2CCN(c3ccccc3)CC2)c2ccccc2c1=O	94	4	-0.4	-3	7	8	6	-13	1	2
Cc1cc(C(=O)NCc2cccc(Cl)c2)c2ccccc2n1	.	4	-0.9	-6	4	16	0	-1	0	7
CCOc1cnc(-c2ccccc2F)o1	102	35	-1.9	-6	-16	-17	10	-1	-2	9
C=CCSc1nnc(-c2cc(C(C)(C)C)nn2Cc2ccc(F)cc2)n1C	101	15	-1.0	-3	3	-27	0	-7	-5	5

Rows are unselected; any-hit rate near 2.4%.
